# From PubChem BioAssay
# Efflux pump mplx – inhibitors of Candida antifungal efflux pumps expressed in yeast | hit rate 0.44% among 330,000 | AID 485275 | inhibition, % at 10 µM | S. cerevisiae Candida pump triplex, Nile Red efflux;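 active means plate passing quality check with inhibition over a set limit, or well fluorescence over plate mean plus 4 SD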;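 further: Nile Red retained in pooled yeast measured as flow cytometry median fluorescence; 0% = buffer negative control and 100% = Enniatin B positive control; higher means more Nile Red kept so more efflux inhibition; some compounds called inactive have numbers as strong as hits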
# Fam108B inh – blocks mouse Fam108B hydrolase in RBBP9 counter-screen | AID 1947 | inhibition, % at 9.51 µM | hit rate 0.33% among 300,000 | recombinant Fam108B, FP-Rh probe fluorescence polarization;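 active means inhibition above the screen mean inhibition plus 3 SD, computed separately per campaign, cut at about 18% in these data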;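 further: inhibitors lower polarization as less probe binds the enzyme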
# VLA-4 inh – inhibition in a human VLA-4 binding assay | VLA-4 expressing cells, ligand binding flow cytometry | inhibition, % (about 7 µM as worked out from the volumes in the protocol) | hit rate 0.2% among 330,000 | AID 2557; in the data active means inhibition above about 50%
# PME-1 inh – blocks human protein phosphatase methylesterase 1 | AID 2130 | recombinant PME-1, FP-Rh probe fluorescence polarization | inhibition, % at 5.9 µM | hit rate 0.53% among 320,000;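 active means inhibition above the campaign mean of all compounds plus 3 SD, cut at about 26% in these data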;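 further: competitive labeling of PME-1 active site by serine hydrolase directed probe; 0% = PME-1 with DMSO and 100% = wells lacking PME-1 enzyme; inhibitors block probe labeling so polarization falls and inhibition rises; many of its hits are not listed in these tables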
# Target sequence (Q9Y570 whole entry, looked up): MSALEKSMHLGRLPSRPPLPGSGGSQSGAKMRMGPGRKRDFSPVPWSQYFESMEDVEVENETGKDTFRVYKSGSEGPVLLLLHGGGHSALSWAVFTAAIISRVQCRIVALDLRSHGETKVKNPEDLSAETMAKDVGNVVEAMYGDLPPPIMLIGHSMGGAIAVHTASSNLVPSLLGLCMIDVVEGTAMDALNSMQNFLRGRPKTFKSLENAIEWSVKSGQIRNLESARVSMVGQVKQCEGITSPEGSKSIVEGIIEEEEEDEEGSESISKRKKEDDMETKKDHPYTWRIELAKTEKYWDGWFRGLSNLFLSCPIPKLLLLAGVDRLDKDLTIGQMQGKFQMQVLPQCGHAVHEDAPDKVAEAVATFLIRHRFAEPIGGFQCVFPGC
# BCLXL inh – inhibitors of human Bcl-xL | hit rate 0.7% among 320,000 | AID 2129 | GST-Bcl-xL / FITC-Bim BH3 peptide fluorescence polarization | inhibition, % at 10.9 µM | Q07817;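 active means inhibition above the mean of all tested compounds plus 3 SD, cutoff set per campaign, cut at about 30% in these data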;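 further: 0% = DMSO wells and 100% = unlabeled Bim-BH3 peptide competitor; inhibitors lower millipolarization by displacing the labeled peptide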
# Target sequence (Q07817 whole entry, looked up): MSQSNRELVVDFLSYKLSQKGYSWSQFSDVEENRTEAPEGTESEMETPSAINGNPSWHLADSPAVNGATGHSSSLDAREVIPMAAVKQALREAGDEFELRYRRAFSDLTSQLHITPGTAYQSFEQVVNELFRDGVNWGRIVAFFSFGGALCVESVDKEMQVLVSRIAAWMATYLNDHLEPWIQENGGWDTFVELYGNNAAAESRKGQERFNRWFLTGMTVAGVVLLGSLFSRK
# GRK2 aptamer HTS – blocks RNA aptamer binding to human GRK2; P25098; bead flow cytometry, FAM-aptamer displacement from GRK2; inhibition of aptamer binding, % at 10 µM; hit rate 0.59% among 330,000; AID 488847;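 active means inhibition of aptamer binding above 40%, roughly 3 SD of noise, on plates passing a quality check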;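 further: median bead fluorescence of bound FAM aptamer so fluorescent compounds give negative values; no value below 0 was filed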
# MEX-5 binding – C. elegans MEX-5 TCR-2 RNA binding activity; Q9XUB2; MEX-5/FITC-TCR2 RNA binding, fluorescence polarization; hits give low values; activity score (negative = inhibition of binding), % at 10 µM; hit rate 0.38% among 300,000; AID 1832;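 active means inhibition past about -25% in most replicates, and total fluorescence under double the plate's negative control median, limit read from the data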;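 further: 0% = DMSO and -100% = 5 µM competing unlabeled TCR2 RNA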
# MCL1-BIM inh – MCL1-BIM-BH3 interaction inhibition (human); GST-MCL1 / FITC-Bim-BH3 fluorescence polarization; inhibition, % at 10.9 µM; hit rate 0.68% among 320,000;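 active means inhibition above the mean inhibition of all tested compounds plus 3 SD, set per campaign, cut at about 40% in these data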;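 further: 0% = DMSO wells and 100% = unlabeled Bim-BH3 peptide control; higher means more loss of mP so more displacement of Bim peptide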
# Target sequence (Q07820 whole entry, looked up): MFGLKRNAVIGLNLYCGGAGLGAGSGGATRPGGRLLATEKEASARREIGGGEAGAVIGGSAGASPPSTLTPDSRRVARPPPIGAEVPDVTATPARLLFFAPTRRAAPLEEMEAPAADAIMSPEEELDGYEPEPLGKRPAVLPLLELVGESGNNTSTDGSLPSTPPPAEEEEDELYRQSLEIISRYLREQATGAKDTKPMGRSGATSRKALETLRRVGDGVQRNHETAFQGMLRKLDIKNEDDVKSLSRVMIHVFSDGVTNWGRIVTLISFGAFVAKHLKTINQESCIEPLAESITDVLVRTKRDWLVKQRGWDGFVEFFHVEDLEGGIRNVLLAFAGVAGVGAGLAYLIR
# GLD-1 RNA inh – GLD-1-TGE RNA interaction inhibition (C. elegans); purified GLD-1 + fluorescein TGE RNA, fluorescence polarization; inhibition, % at 5.96 µM; Q17339; hit rate 0.44% among 320,000; AID 2280;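 active means percent inhibition above a per-plate cutoff, the plate mean of test compounds plus 3 SD, cut at about 30% in these data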;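 further: 0% = DMSO wells with GLD-1 and probe and 100% = wells lacking GLD-1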
# An asterisk follows results filed as active; i = inactive; · = not tested or not shown. An excerpt, so the mix of outcomes need not match the whole.
SMILES,Efflux pump mplx,Fam108B inh,VLA-4 inh,PME-1 inh,BCLXL inh,GRK2 aptamer HTS,MEX-5 binding,MCL1-BIM inh,GLD-1 RNA inh
CC(NCc1ccc(Cl)cc1)C(O)c1ccccc1 (centres undefined),0.1,-7,10,-5,1,2,2.9,2,7
O=C(c1cccc2ccccc12)C1CCCN(C2CCC2)C1 (centres undefined),-0.2,-1,14,3,15,0,-2.3,8,-7
Clc1ccc(C2N3CCCN23)c(Cl)c1 (centres undefined),0.2,0,3,-1,2,0,-0.4,1,-1
O=C1NC(=O)C2(Cc3ccccc3N3CCCC32)C(=O)N1c1cccc(Cl)c1 (centres undefined),0.1,-7,-21,1,3,2,-0.5,-3,-3
Cc1ccc(N(C)C(=O)Oc2ccc(C(=O)c3ccc(Cl)cc3)cc2)cc1,0.4,1,0,6,1,1,1.7,2,3
O=C(Nc1ccccc1F)OC1CN2CCC1CC2 (centres undefined),0.1,0,6,1,1,3,-0.9,5,6
CN1C(=O)C(Cc2cccs2)C(=O)N(C)C1=O,-0.1,-2,-7,5,5,0,4.0,3,2
COc1cc(/C=N/NP(=S)(c2ccccc2)c2ccccc2)ccc1O,-0.2,-2,-7,6,5,0,3.2,2,4
Cc1ccccc1-n1c(-c2ccc([N+](=O)[O-])cc2)nc2ccccc2c1=O,0.2,2,28,-3,2,2,-2.0,-6,-4
CCc1cc2c(s1)N(CC(=O)OC)C(=O)CN=C2c1ccccc1OC,1.0,-3,-1,-6,0,0,-2.5,3,-3
C[C@@H]1O[C@@H](O[C@H]2C[C@@H](O)[C@]3(CO)[C@H]4[C@H](O)C[C@]5(C)[C@@H](C6COC(=O)C6)CC[C@]5(O)[C@@H]4CC[C@]3(O)C2)[C@H](O)[C@H](O)[C@H]1O (some centres undefined),0.1,-1,-28,-2,7,1,-1.7,5,6
CC[C@H](C)[C@@H]1O[C@@]2(C=CC1C)CC1C[C@@H](CC=C(C)C(O[C@H]3CC(OC)C(O[C@H]4CC(OC)C(O)C(C)O4)C(C)O3)C(C)C=CC=C3CO[C@@H]4C(O)C(C)=C[C@@H](C(=O)O1)[C@]34O)O2 (some centres undefined),0.1,-2,16,-10,11,0,·,-5,8
CN(C)C1(CNC(=O)Cc2ccccc2F)CCCCC1,-0.3,-2,13,-3,0,4,1.4,-7,1
CN(C)c1ccc(/C=C2/C(=O)NC(=O)N(CCc3ccc(F)cc3)C2=O)cc1,0.1,4,1,-4,-35,3,-7.0,-51,-9
COC(=O)C(O)(c1ccc(N(C)C(=O)OC(C)C)cc1)C(F)(F)F (centres undefined),0.0,2,-5,-1,-2,1,-1.2,0,8
CN1CCN(c2cn[nH]c(=O)c2Cl)CC1,0.1,3,-6,-4,6,1,-1.3,-4,5
COc1cc(NC(=O)CN2C3CCC2CC(O)(c2cccnc2)C3)cc(OC)c1 (centres undefined),0.0,0,10,1,2,0,2.4,-6,1
Cn1cccc1/C=C1/C(=O)NC(=O)N(C(C)(C)C)C1=O,0.0,-2,0,-5,6,0,·,2,-4
Oc1ccc(Br)cc1CN1CCN(c2ccccc2)CC1,0.1,5,13,-1,2,0,0.0,9,2
COC(=O)C1=C(c2ccc(S(C)(=O)=O)cc2)C[C@@H]2CC[C@H]1N2C(=O)N1CCCCC1,0.0,4,19,7,-2,1,-2.5,2,8
COc1cccc(C(=O)C2CCCN(Cc3ccon3)C2)c1 (centres undefined),0.0,0,-2,-1,6,2,1.5,5,5
Cc1ccsc1C(=O)C1CCCN(Cc2cnc(N)nc2)C1 (centres undefined),-0.1,2,-4,6,2,0,1.2,1,0
Cc1c(C(c2ccc(O)cc2)c2c(O)c3ccccc3oc2=O)c(=O)n(-c2ccccc2)n1C (centres undefined),-0.1,1,-11,-3,1,0,-0.1,8,1
CCCN(CC#CCOc1ccc(OC)cc1)CCC,0.0,2,7,0,5,5,-0.4,0,4
COP(=O)(OC)C(NC(=O)/C=C/c1ccccc1)C(Cl)(Cl)Cl (centres undefined),0.0,1,-3,2,5,1,-0.7,-6,-6
CCOC(=O)N(CC)c1ccc(C(O)(C(=O)OCC)C(F)(F)F)cc1 (centres undefined),-0.2,0,-5,-2,0,3,0.4,-2,2
COc1cccc(-c2nn(Cc3ccccc3)cc2C(=O)O)c1,0.1,1,-5,0,4,1,-0.2,1,2
O=C(Cc1ccccc1)Oc1cccc(-n2cnnn2)c1,-0.1,1,23,2,5,3,-1.3,2,4
CC(C)CNP(=S)(c1ccccc1)C(C)(C)C (centres undefined),0.0,2,11,4,3,0,-1.2,7,5
C[C@]12CC[C@H](N)CC1=CCC1C2CC[C@@]2(C)C1CC[C@@H]2O (some centres undefined),0.4,·,-5,·,·,0,·,·,3
Cc1ccc(-n2c(O)c(C=NCC3CCCO3)c(=O)[nH]c2=O)c(C)c1 (centres undefined),-0.1,-1,15,-10,-2,0,6.3,-8,-6
O=c1[nH]c(=O)n(Cc2ccco2)c(O)c1C=NCCN1CCOCC1,0.0,0,-3,2,-14,17,3.9,-14,-8
Cc1nn(Cc2ccccc2Cl)c(C)c1C(=O)OCC(=O)N1CC(C)OC(C)C1 (centres undefined),-0.1,2,29,-2,1,2,-1.5,3,-1
Cc1c(N)c(C)c([N+](=O)[O-])c(C)c1[N+](=O)[O-],0.0,0,7,1,5,0,0.8,3,3
CCC(=O)N1CC(=O)Nc2ccc(F)cc2C1c1ccc(F)cc1 (centres undefined),0.2,-1,3,2,-1,0,-0.8,-7,0
O=C1N(c2cccc(Cl)c2)C(c2cccnc2)N2CCCN12 (centres undefined),-0.1,6,13,1,2,0,0.1,2,2

# Profiles from above.
# O=c1[nH]c(=O)n(Cc2ccco2)c(O)c1C=NCCN1CCOCC1 as listed: Efflux pump mplx: 0.0; Fam108B inh: 0; VLA-4 inh: -3; PME-1 inh: 2; BCLXL inh: -14; GRK2 aptamer HTS: 17; MEX-5 binding: 3.9; MCL1-BIM inh: -14; GLD-1 RNA inh: -8
# Cc1ccc(-n2c(O)c(C=NCC3CCCO3)c(=O)[nH]c2=O)c(C)c1 (centres undefined) as listed: Efflux pump mplx: -0.1; Fam108B inh: -1; VLA-4 inh: 15; PME-1 inh: -10; BCLXL inh: -2; GRK2 aptamer HTS: 0; MEX-5 binding: 6.3; MCL1-BIM inh: -8; GLD-1 RNA inh: -6
# O=C(Cc1ccccc1)Oc1cccc(-n2cnnn2)c1 as listed: Efflux pump mplx: -0.1; Fam108B inh: 1; VLA-4 inh: 23; PME-1 inh: 2; BCLXL inh: 5; GRK2 aptamer HTS: 3; MEX-5 binding: -1.3; MCL1-BIM inh: 2; GLD-1 RNA inh: 4

# (listing goes on)
SMILES,Efflux pump mplx,Fam108B inh,VLA-4 inh,PME-1 inh,BCLXL inh,GRK2 aptamer HTS,MEX-5 binding,MCL1-BIM inh,GLD-1 RNA inh
Cc1c(C=O)c2ccccc2n1Cc1cccc(F)c1,0.1,1,-12,-3,-2,0,0.2,-11,2
CN(C)C(=O)Oc1ccc(Cl)c2cccnc12,-0.1,-1,-10,1,-1,0,-0.8,2,6
CN(CC(=O)Nc1ccccc1-c1ccccc1)C1CCCCC1,-0.2,2,1,1,3,3,2.3,4,-7
C[C@H](NC(=O)N1C[C@H]2C[C@@H](C1)c1cccc(=O)n1C2)C(=O)Nc1ccccc1F,-0.1,-2,-16,1,4,0,-2.2,-5,-4
Nc1ccccc1Cl,0.1,·,16,-8,4,1,·,-1,7
OC1/C(=C/c2ccc(F)cc2)N2CCC1CC2 (centres undefined),0.0,4,9,2,3,0,-0.9,4,5
O=C(C1CC(=O)N(C2CCCCCCC2)C1)N1CCC2(CC1)OCCO2 (centres undefined),0.0,4,6,3,-5,1,-1.5,1,2
CC(=O)Nc1ccccc1OP1(=O)COc2ccccc2OC1,0.2,5,2,-3,3,0,-1.3,9,-6
CS(=O)(=O)N1CCCC(C(=O)N2CCC3(CC2)OCCO3)C1 (centres undefined),-0.1,8,3,4,8,0,0.5,4,7
NNC(=O)c1ccc(O)cc1,0.0,·,-8,-7,4,0,·,0,6
CN1CCN(c2ccc(F)cc2N)CC1,-0.3,-1,1,0,5,0,-0.3,4,-2
Cc1nn(CC(=O)N2CCC3(CC2)OCCO3)c(=O)c2cc3ccccc3n12,-0.1,-4,0,1,3,0,-1.5,3,2
Cc1cc(Cl)ccc1OCCCC(=O)NCc1cccs1,0.7,3,9,4,6,6,-2.6,0,-4
C/C(=N\NC(=O)c1ccncc1)c1c(O)[nH]c(=O)[nH]c1=O,·,2,·,1,-1,·,-2.2,-2,0
CCc1c(C)nc(N)nc1N1N=C1SCC(N)=O,0.0,0,4,-2,1,0,0.8,6,8
O=C(O)c1ccc(-n2c(O)c(/C=C3\C=Nc4ccccc43)c(=O)[nH]c2=O)cc1,-0.3,4,26,-4,0,2,0.5,-12,-17
Cc1ccccc1C(=O)NC(Oc1ccccc1)C(Cl)(Cl)Cl (centres undefined),0.0,-2,i,0,7,0,2.2,2,-6
NCCc1c[nH]c2ccccc12,0.6,0,-4,-4,2,62*,·,0,0
Cc1cc(NCCN)nc2ccccc12,-0.1,-2,13,3,4,0,1.0,2,5
COc1ccc(C(=O)C2CCCN(Cc3ccon3)C2)cc1OC (centres undefined),-0.1,-2,2,0,2,2,-1.8,0,4

# Given with two lines to a compound: 5 of the compounds above
# Values in the order: Efflux pump mplx	Fam108B inh	VLA-4 inh	PME-1 inh	BCLXL inh	GRK2 aptamer HTS	MEX-5 binding	MCL1-BIM inh	GLD-1 RNA inh
> CCc1c(C)nc(N)nc1N1N=C1SCC(N)=O
  0.0	0	4	-2	1	0	0.8	6	8
> O=C(O)c1ccc(-n2c(O)c(/C=C3\C=Nc4ccccc43)c(=O)[nH]c2=O)cc1
  -0.3	4	26	-4	0	2	0.5	-12	-17
> Cc1ccccc1C(=O)NC(Oc1ccccc1)C(Cl)(Cl)Cl (centres undefined)
  0.0	-2	i	0	7	0	2.2	2	-6
> NCCc1c[nH]c2ccccc12
  0.6	0	-4	-4	2	62*	·	0	0
> Cc1cc(NCCN)nc2ccccc12
  -0.1	-2	13	3	4	0	1.0	2	5
